Source: PubChem BioAssay (several laboratories)
PfHsp40 rescue: rescue of yeast from PfHsp40 toxicity, primary screen, S. cerevisiae, ATP luminescence | growth rescue, % at 12.5 µM | S. cerevisiae expressing PfHsp40, growth rescue | 0.68% of 340,000 active; in the data active means growth rescue above about 28%, passing the limit was not always enough;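 further: yeast W303a lacking pdr1 and pdr3 grown in galactose medium; growth measured after three days at 30 °C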
BioA inh: M. tuberculosis BioA enzyme inhibitors, primary screen, biochemical, plate reader, single point, HTS. 7,8-diaminopelargonic acid synthase BioA (Mycobacterium tuberculosis). purified M. tuberculosis BioA enzyme. inhibition, % at 9.99 µM. 0.096% of 360,000 active. AID 602481, 2012; in the data active means inhibition above about 40%
Vc quorum ag: inducers of Vibrio cholerae quorum light production without autoinducers, primary screen, BH1578 luxS cqsA deficient, single point; V. cholerae BH1578 lux reporter, luminescence, 6 h; activation, % at 18.7 µM; 0.16% of 350,000 active; AID 588436, 2011; in the data active means activation mostly above about 9.7%, no sharp cut-off; further: not every result past the cut was called active; inactives centre near 0; reference of the scale not given here
TcdB inh: TcdB glycohydrolase inhibitors, primary screen, biochemical, single point, plate reader | inhibition, % at 9.99 µM | 0.24% of 350,000 active | Toxin B (Clostridioides difficile), P18177 | TcdB glycohydrolase enzymatic assay; in the data active means inhibition above about 10%
UGM FP inh: M. tuberculosis UGM enzyme inhibitors, primary screen, biochemical, fluorescence polarization, single point; 0.06% of 320,000 active; inhibition, % at 10 µM; purified UGM, fluorescence polarization probe displacement; AID 504406, 2011; UDP-galactopyranose mutase (Mycobacterium tuberculosis (strain ATCC 25618 / H37Rv)), …; in the data active means inhibition above about 10%, passing the limit was not always enough
Target sequence (P9WIQ1 whole entry, looked up): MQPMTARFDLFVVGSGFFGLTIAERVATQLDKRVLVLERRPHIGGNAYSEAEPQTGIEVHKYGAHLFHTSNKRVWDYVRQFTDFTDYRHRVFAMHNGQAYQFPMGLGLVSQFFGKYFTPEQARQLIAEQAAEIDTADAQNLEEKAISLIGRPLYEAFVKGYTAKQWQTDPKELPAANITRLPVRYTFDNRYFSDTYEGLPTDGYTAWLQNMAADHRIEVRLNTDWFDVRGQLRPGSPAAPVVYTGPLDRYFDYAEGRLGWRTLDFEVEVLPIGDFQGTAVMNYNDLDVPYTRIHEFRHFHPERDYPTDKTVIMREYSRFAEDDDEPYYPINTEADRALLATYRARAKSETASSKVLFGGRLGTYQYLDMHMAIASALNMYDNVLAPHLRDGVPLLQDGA
GDH-TPI inh: GDH-TPI coupling enzyme inhibitors, primary screen, artefact control for M. tuberculosis FBA inhibitor project, biochemical, absorbance, full deck; GDH-TPI coupled enzyme counterscreen, NADH absorbance; inhibition, % at 4.8 µM; 1.2% of 360,000 active; AID 588335, 2011; in the data active means inhibition above about 30%;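 further: 0% = DMSO wells and 100% = wells lacking the enzyme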
FadD28 FP inh: inhibitors of FadD28 bisubstrate probe binding, primary screen, biochemical, fluorescence polarization, single point | Mycobacterium tuberculosis FadD28 fatty-acid-AMP ligase | AID 588549, 2011 | inhibition, % at 12.5 µM | 0.22% of 360,000 active; in the data active means inhibition above about 8.5%, passing the limit was not always enough
Yp Topo-I inh: Yersinia pestis topoisomerase I inhibitors, primary screen, biochemical, cleavage product accumulation, plate reader, single point; Y. pestis Topo-I cleavage product accumulation; activity, % at 10 µM; 0.064% of 360,000 active; AID 504884, 2011; in the data active means activity above about 50%, passing the limit was not always enough; further: inactives centre near 2
Mtb FBA inh: Mtb FBA enzyme inhibitors, primary screen, biochemical, fluorescence, strain H37Rv; Fructose-bisphosphate aldolase (Mycobacterium tuberculosis (strain ATCC 25618 / H37Rv)), …; purified M. tuberculosis FBA, fluorescence read-out; AID 588726, 2011; 2.3% of 360,000 active; inhibition, % at 1 µM; in the data active means inhibition above about 27%;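 further: 0% = vehicle and 100% = reference inhibitor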
Target sequence (P9WQA3 whole entry, looked up): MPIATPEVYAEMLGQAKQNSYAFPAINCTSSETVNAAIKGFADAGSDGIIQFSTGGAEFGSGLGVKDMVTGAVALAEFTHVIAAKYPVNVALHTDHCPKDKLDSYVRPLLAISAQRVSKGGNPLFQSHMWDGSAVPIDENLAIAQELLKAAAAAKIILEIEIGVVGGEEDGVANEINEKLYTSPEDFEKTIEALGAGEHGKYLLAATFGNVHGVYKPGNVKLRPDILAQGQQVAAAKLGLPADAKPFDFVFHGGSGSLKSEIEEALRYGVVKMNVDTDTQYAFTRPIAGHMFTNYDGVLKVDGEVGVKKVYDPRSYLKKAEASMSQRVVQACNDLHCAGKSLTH
An asterisk follows results filed as active; i = inactive; nt = no result given; & = joins results of further samples.

SMILES	PfHsp40 rescue	BioA inh	Vc quorum ag	TcdB inh	UGM FP inh	GDH-TPI inh	FadD28 FP inh	Yp Topo-I inh	Mtb FBA inh
COc1cccc(OC)c1C(=O)OCC(=O)NC1CCCCCC1	-0.1	0.3	i	0.1	2.1	1	-0.5	14	1
O=C(CSc1nnnn1-c1ccc2c(c1)OCCO2)OC1CCCCC1	0.1	0.0	i	nt	-0.6	3	-1.2	0	2
CC1(C)CC(=O)C(C=NCCN2CCN(C3CC(=O)N(c4cccc(Br)c4)C3=O)CC2)=C(O)C1 (stereo not drawn)	0.8	-1.3	-0.2	0.8	-0.4	4	-1.1	6	-1
O=C(Nc1ccc(OCc2ccccc2)cc1)c1cccs1	-0.4	-1.1	0.7	0.8	0.5	10	-2.1	2	1
Cc1ccc(Cl)cc1NC(=O)CC1NC2CCCCC2NC1=O (stereo not drawn)	-0.4	-2.2	-0.1	0.2	2.3	7	0.5	-3	-2
COc1cccc(CCNC(=O)c2ccc(C#N)cc2)c1	-0.3	nt	-3.0	0.1	2.1	-2	-1.3	0	-1
Cn1c(=O)c(-c2ccccc2)c(O)c2ccccc21	0.7	nt	2.9	1.4	-0.8	12	0.7	8	13
CCc1nnc(NS(=O)(=O)c2ccc(NCc3cc(Cl)ccc3O)cc2)s1	-0.3	1.1	-0.2	0.2	2.6	-6	4.9	-2	3
CC1CCCCN1S(=O)(=O)c1cccc(S(=O)(=O)N2CCOCC2)c1 (stereo not drawn)	0.5	4.4	-0.6	1.3	2.1	-1	-2.9	3	2
Cc1ccc(C(=O)N2CCN(C34CC5CC(CC(C5)C3)C4)CC2)o1	-1.5	-1.4	i	1.8	-2.6	-5	-5.4	-5	-2
Cc1ccc(S(=O)(=O)NN=Cc2ccc(N3CCOCC3)cc2)cc1[N+](=O)[O-]	0.1	2.2	i	-2.0	0.8	8	0.6	6	-1
COc1ccc(SC[C@H](C)CN2CC[C@H](C)CCC2=O)cc1	0.9	1.0	-1.0	-1.4	-1.5	12	-3.7	30	3
Cc1ccc(Oc2ccc(S(=O)(=O)N3CCOCC3)cc2C(N)=O)c(-n2nc3ccccc3n2)c1	0.6	0.8	25*	nt	-3.6	-6	-4.6	31	25
COc1ccccc1-n1cnc2cc(NS(=O)(=O)c3ccccc3)ccc21	0.1	1.2	i	5.7	-2.1	16	-2.8	13	-2
Fc1cccc(CSc2nc3ncc(Cl)cc3[nH]2)c1	nt	-1.3	0.4	0.2	1.0	0	-0.1	-7	-2
COc1ccc(OC)c(C(O)c2ncc(-c3cccc4ccccc34)[nH]2)c1 (stereo not drawn)	nt	1.2	-4.0	1.2	nt	8	-2.5	9	21
CC(C)=CCSc1nnc([C@@H](NC(=O)OC(C)(C)C)C(C)C)o1	-0.3	1.9	i	nt	0.4	16	0.8	19	0
COc1ccc(C)cc1NC(=O)c1nn(C)c(C(=O)Nc2cc(C)ccc2OC)c1[N+](=O)[O-]	1.8	-0.7	-0.4	-1.3	-1.2	9	-0.7	29	-2
CC1CCN(C(=O)CN(Cc2ccccc2)S(C)(=O)=O)CC1	-0.5	0.5	i	-1.1	-1.1	1	-4.0	1	1
O=C(Cn1cnc2c(nnn2Cc2ccc(Cl)cc2)c1=O)OCc1ccccc1	1.4	-0.2	i	0.5	2.1	-1	-0.4	-1	1
CCOC(=O)CC(=O)Nc1cc(Cl)ccc1O	-0.3	-0.1	i	nt	nt	12	-2.4	-2	0
CSc1nc(SCC(N)=O)c2c3c(sc2n1)CN(C)CC3	0.3	8.9	-2.0	nt	-0.7	23	-4.4	-1	26
C[C@@H]1CN([C@H](C)CO)S(=O)(=O)c2ccc(C#CCN(C)C)cc2O[C@@H]1CN(C)Cc1ccccc1F	nt	-0.9&-1.5&-0.7	0.6	-1.8&-0.1&-0.7	nt	1	-4.8	22	-3
O=C(CC(c1ccccc1)c1ccccc1O)NCc1ccccc1Cl (stereo not drawn)	0.1	-0.2	i	nt	1.1	6	-2.4	4	2
CCC(=O)N1CCC(c2ccc(OC)cc2)=N1	0.5	nt	2.0	0.0	2.1	-1	-3.4	-1	3
Oc1ccc(-c2nc3ccccc3s2)cc1	7.2	nt	i	1.6	1.4	12	-2.2	-4	94*
COC(=O)[C@@]1(C)[C@H]2C(=O)N(C)C(=O)[C@H]2[C@H]2CN=C(SCC(=O)c3ccccc3)N21	-0.9	-0.4	i	0.5	nt	-2	0.3	4	0
Cc1nn(C)c(C)c1CCC(=O)N1CCCC(Nc2ccc(C(C)C)cc2)C1 (stereo not drawn)	0.6	-0.8	i	2.2	-1.6	-4	-1.5	5	-4
CC1CCCCC1NC(=S)NC(=O)c1ccccc1Cl (stereo not drawn)	3.7	-1.1	-0.2	-0.5	6.0	-4	-0.4	8	4
COc1ccc(CN2CCSCC2)c(C)c1C	-0.1	0.2	-0.1	-0.4	1.0	2	-0.4	2	5
CC1(C(=O)NC(=S)N(CCC#N)c2ccccc2)CC1(Cl)Cl (stereo not drawn)	-1.5	0.5	-2.0	nt	-0.3	-1	-1.6	-10	0
CC(=O)C1=C(C)Nc2ncnn2C1c1ccc(Br)cc1 (stereo not drawn)	1.8	nt	i	5.3	-1.4	5	-0.8	8	2
CCn1c(NCc2cccc(OC)c2OC)nc2ccccc21	-1.3	0.7	-10	nt	0.7	-1	0.7	3	1
N#Cc1c(-c2ccncc2)cc(-c2ccc(F)cc2)nc1N	2.6	-1.3	0.6	1.0	-0.5	17	nt	2	125*
Clc1ccccc1-c1nnc2sc(CCc3ccccc3)nn12	1.1	2.4	i	2.1	1.1	-1	-1.2	21	-2
COc1cc(C(=O)NCCNC(=O)c2cnccn2)cc(OC)c1OC	0.0	nt	-0.1	0.9	2.8	-1	nt	7	0
CCCCNC(=O)C1(C)CCCCN1C(=O)c1c(Cl)cccc1Cl (stereo not drawn)	nt	-1.2	0.4	0.1	nt	3	-1.9	2	-2
Cc1cc(C(=O)N2CCN(S(C)(=O)=O)CC2)sc1-c1ccccc1	0.8	-2.4	0.2	nt	0.0	-9	-3.5	3	1
Cc1nc(C(=O)N2CCCC(N3CCN(c4ccccc4C)CC3)C2)cs1 (stereo not drawn)	-0.3	-0.6	i	1.1	0.2	0	-1.1	8	-2
Cc1cc(O)c(C(C)C)cc1N=Cc1ccc(N(C)C)cc1	-0.2	nt	-3.8	0.6	nt	46*	0.4	-19	-1
Cc1ccccc1OCc1nnc(SCC(=O)Nc2ccc3nc(SCC(=O)NC(C)(C)C)sc3c2)n1C	2.7	-0.9	1.3	nt	-1.5	-2	-2.1	11	7
COc1cc(NC(=O)CCNC(=O)Cn2ccc3ccccc3c2=O)cc(OC)c1OC	0.5	-1.3	-1.3	nt	0.1	-2	-3.2	5	1
CCN1CCC2(CC1)N=C(c1ccc(F)cc1)C(=S)N2	-0.9	nt	0.3	1.3	0.9	-8	-3.7	6	0
O=C(/C=C/c1c(F)cccc1Cl)Nc1ccncc1	0.2	4.2	-0.1	nt	0.3	2	-1.2	-3	-1
CCOC(=O)CSc1nc2ccccc2n2c(C)nnc12	0.0	0.5	-0.5	2.5	0.5	10	2.2	3	0
Cc1c(CNCc2cccs2)c(C(=O)O)c(C)n1Cc1ccccc1	1.8	1.2	nt	nt	3.6	-9	-0.6	33	-1

Grouped by structure, those above with an aryl methoxy group (11)
SMILES	PfHsp40 rescue	BioA inh	Vc quorum ag	TcdB inh	UGM FP inh	GDH-TPI inh	FadD28 FP inh	Yp Topo-I inh	Mtb FBA inh
COc1cccc(OC)c1C(=O)OCC(=O)NC1CCCCCC1	-0.1	0.3	i	0.1	2.1	1	-0.5	14	1
COc1cccc(CCNC(=O)c2ccc(C#N)cc2)c1	-0.3	nt	-3.0	0.1	2.1	-2	-1.3	0	-1
COc1ccc(SC[C@H](C)CN2CC[C@H](C)CCC2=O)cc1	0.9	1.0	-1.0	-1.4	-1.5	12	-3.7	30	3
COc1ccccc1-n1cnc2cc(NS(=O)(=O)c3ccccc3)ccc21	0.1	1.2	i	5.7	-2.1	16	-2.8	13	-2
COc1ccc(OC)c(C(O)c2ncc(-c3cccc4ccccc34)[nH]2)c1 (stereo not drawn)	nt	1.2	-4.0	1.2	nt	8	-2.5	9	21
COc1ccc(C)cc1NC(=O)c1nn(C)c(C(=O)Nc2cc(C)ccc2OC)c1[N+](=O)[O-]	1.8	-0.7	-0.4	-1.3	-1.2	9	-0.7	29	-2
CCC(=O)N1CCC(c2ccc(OC)cc2)=N1	0.5	nt	2.0	0.0	2.1	-1	-3.4	-1	3
COc1ccc(CN2CCSCC2)c(C)c1C	-0.1	0.2	-0.1	-0.4	1.0	2	-0.4	2	5
CCn1c(NCc2cccc(OC)c2OC)nc2ccccc21	-1.3	0.7	-10	nt	0.7	-1	0.7	3	1
COc1cc(C(=O)NCCNC(=O)c2cnccn2)cc(OC)c1OC	0.0	nt	-0.1	0.9	2.8	-1	nt	7	0
COc1cc(NC(=O)CCNC(=O)Cn2ccc3ccccc3c2=O)cc(OC)c1OC	0.5	-1.3	-1.3	nt	0.1	-2	-3.2	5	1
